# TNAP act DEA: activates human TNAP at intermediate phosphate acceptor concentration; P05186; purified TNAP, CDP-star luminescence, 100 mM DEA, 30 min; hits give high values; scale: 0 levamisole-inhibited, 1 vehicle-only enzyme; activation factor at 20 µM; 64,000 tested, under 10 active;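 active means activation factor of at least 2 at 20 µM, relative to controls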
# Target sequence (P05186 whole entry, looked up): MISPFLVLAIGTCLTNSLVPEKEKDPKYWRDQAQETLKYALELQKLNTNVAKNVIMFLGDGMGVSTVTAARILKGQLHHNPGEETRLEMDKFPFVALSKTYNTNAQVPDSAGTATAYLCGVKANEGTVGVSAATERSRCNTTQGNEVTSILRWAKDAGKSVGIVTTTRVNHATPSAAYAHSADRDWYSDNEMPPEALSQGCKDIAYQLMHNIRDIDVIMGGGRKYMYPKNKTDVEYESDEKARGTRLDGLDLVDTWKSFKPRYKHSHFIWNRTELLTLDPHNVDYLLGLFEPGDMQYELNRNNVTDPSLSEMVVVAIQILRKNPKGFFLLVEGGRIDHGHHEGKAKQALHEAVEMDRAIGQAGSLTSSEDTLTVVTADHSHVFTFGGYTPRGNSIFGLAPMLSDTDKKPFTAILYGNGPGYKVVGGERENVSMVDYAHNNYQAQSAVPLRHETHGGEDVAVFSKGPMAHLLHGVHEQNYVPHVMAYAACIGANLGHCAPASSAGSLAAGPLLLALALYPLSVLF
# MMP13 inh: blocks human MMP13 activity; P45452; MMP-13 fTHP FRET cleavage, Mca fluorescence; inhibition, % at 4 µM; 65,000 tested, 0.07% active;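 active means inhibition above the mean of compound-free control plate wells plus 3 SD, cut at about 14% in these data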;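 further: 0% = DMSO wells and 100% = wells with reference MMP-13 inhibitor after basal subtraction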
# NADH enzymes: blocks coupling enzymes of NAD/NADH assays; AID 774; IC50, µM (top dose mostly 10 µM), without a hit: top-dose inhibition; coupled PK/LDH NADH assays, four targets; 65,000 tested, 0.02% active;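 active means single-dose screening hits from any of four coupled enzyme assays that gave an IC50 when retested across doses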;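 further: the DPM-DC format reads NADH fluorescence rather than 340 nm absorbance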
# 5-HT1A blocker: 5-HT1a (human) receptor antagonism. inhibition, % at 10 µM. P08908. 62,000 tested, 0.68% active. CHO 5-HT1a Ga15 NFAT-bla reporter, antagonist mode. AID 612;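 active means inhibition above the mean of all tested compounds plus 3 SD, cut at about 43% in these data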;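 further: receptor stimulated by 5-CT agonist at 100 nM near EC80; beta-lactamase reporter measured by ratiometric fluorescence of a cleavable substrate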
# Autofluor 339: intrinsic fluorescence of library compounds, ex339/em460 – biochemical, MLSMR library, data from DPM-DC assay, artefact control, profiling panel; compound autofluorescence, ex339/em460 nm, NADH buffer; hits give high values; 1 = no-compound wells, NADH background; fluorescence fold increase at 10 µM; 65,000 tested, 5.5% active; AID 709;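 active means at 10 µM, mean starting fluorescence two-fold or more over control wells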;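 further: signal is the first read of a kinetic run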
# RORa activator: activators of human nuclear receptor RORA; P35398; CHO-K1 Gal4-RORA LBD luciferase reporter, luminescence; percent increase over mock-subtracted basal signal; activation, % at 10 µM; 65,000 tested, 1.5% active;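 active means activation above the mean of all tested compounds plus 3 SD, cut at about 49% in these data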;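 further: 0% = DMSO-treated RORA cells and 100% = added signal equal to DMSO minus mock-transfected cells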
# Target sequence (P35398 whole entry, looked up, the tested form may be a part): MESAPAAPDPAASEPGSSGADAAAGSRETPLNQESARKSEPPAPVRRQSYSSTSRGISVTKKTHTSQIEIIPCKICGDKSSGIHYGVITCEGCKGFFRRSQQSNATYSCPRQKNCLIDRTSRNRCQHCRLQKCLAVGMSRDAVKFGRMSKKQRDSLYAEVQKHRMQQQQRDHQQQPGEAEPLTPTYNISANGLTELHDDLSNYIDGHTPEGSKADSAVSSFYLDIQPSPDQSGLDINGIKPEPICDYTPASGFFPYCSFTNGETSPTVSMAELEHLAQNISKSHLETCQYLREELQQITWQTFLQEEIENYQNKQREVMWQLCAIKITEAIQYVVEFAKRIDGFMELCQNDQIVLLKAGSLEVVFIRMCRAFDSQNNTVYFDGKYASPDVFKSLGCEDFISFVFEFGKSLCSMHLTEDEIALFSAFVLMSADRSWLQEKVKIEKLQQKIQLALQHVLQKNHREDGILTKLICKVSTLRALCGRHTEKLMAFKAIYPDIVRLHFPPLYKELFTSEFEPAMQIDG
# 5HT1a ag: 5-HT1a (human) receptor agonism; CHO 5-HT1a Ga15 NFAT-bla reporter, FRET ratio; 0% basal, 100% maximal reference agonist; P08908; 65,000 tested, 0.56% active; activation, % at 10 µM;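 active means activation above the screen-wide mean activation plus 3 SD, cut at about 19% in these data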;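 further: 0% = DMSO wells and 100% = 5-CT at EC100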
# SF-1 act: activators of human nuclear receptor SF-1; AID 522; 65,000 tested, 1.9% active; CHO-K1 Gal4-SF-1 LBD luciferase reporter; % increase over DMSO SF-1-specific signal; Q13285; activation, % at 10 µM;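 active means activation above the mean activation of all tested compounds plus 3 SD, cut at about 50% in these data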
#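 Compound – one dose, 10 µM compound, 1% DMSO · Test system – transient Gal4-SF-1 LBD reporter, CHO-K1 · Input – 4,000 cells in each well · Read-out basis – percent activation relative to DMSO median and mock-transfected background · Replicates – single measurement per compound · Technique – steady-glow luciferase luminescence, read after 15 min reagent incubation · Timing – 20 h compound treatment, 37 °C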
# A340 absorber: absorbance at 340 nm; compound absorbance at 340 nm, fold over control; 65,000 tested, under 10 active; fold change at 10 µM;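 active means at 10 µM dose, initial 340 nm absorbance at least 2 fold that of control wells; inactive means change under 2 fold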;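 further: initial absorbance extrapolated from kinetic A340 decline of NADH oxidation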
# An asterisk follows results filed as active; / = no result given; [ ] = remark or other dose.
# Preview:
SMILES,TNAP act DEA,MMP13 inh,NADH enzymes,5-HT1A blocker,Autofluor 339,RORa activator,5HT1a ag,SF-1 act,A340 absorber
CC1=C(C(=O)NC2CCCC(C)C2C)C2(CCCCC2)OC1=O (configuration not stated),0.8,2,1%,5,1.1,1,0.8,0,1
Cc1ccc(-n2nnc3c(=O)n(Cc4cccc(C)c4)cnc32)cc1,0.9,5,4%,-14,1.1,-6,-0.8,11,1
O=C1CCCc2nc(N3CCc4ccccc43)ncc21,0.9,-7,11%,1,1.9,46,2.4,38,1.2
Cc1ccc(CCN2CC(C(=O)NCc3ccco3)CC2=O)cc1 (configuration not stated),0.9,-2,6%,-6,1.1,10,-3.5,-4,0.98
CCC(C)[C@H](NC(=O)NCc1ccccc1)C(=O)O (some centres not stated),0.9,0,5%,3,1,14,-2.9,-8,0.95

# The list itself, from the first entry:
SMILES,TNAP act DEA,MMP13 inh,NADH enzymes,5-HT1A blocker,Autofluor 339,RORa activator,5HT1a ag,SF-1 act,A340 absorber
CC1=C(C(=O)NC2CCCC(C)C2C)C2(CCCCC2)OC1=O (configuration not stated),0.8,2,1%,5,1.1,1,0.8,0,1
Cc1ccc(-n2nnc3c(=O)n(Cc4cccc(C)c4)cnc32)cc1,0.9,5,4%,-14,1.1,-6,-0.8,11,1
O=C1CCCc2nc(N3CCc4ccccc43)ncc21,0.9,-7,11%,1,1.9,46,2.4,38,1.2
Cc1ccc(CCN2CC(C(=O)NCc3ccco3)CC2=O)cc1 (configuration not stated),0.9,-2,6%,-6,1.1,10,-3.5,-4,0.98
CCC(C)[C@H](NC(=O)NCc1ccccc1)C(=O)O (some centres not stated),0.9,0,5%,3,1,14,-2.9,-8,0.95
CC(CCO)Nc1nc2c([nH]1)c(=O)n(C)c(=O)n2C (configuration not stated),1,4,4%,9,1.1,-10,-0.4,11,1.1
COc1ccccc1NC(=O)CCN1C(=O)C2CC=C(Cl)CC2C1=O (configuration not stated),0.9,3,5%,-5,1.1,-9,-2.9,-1,0.98
Cc1cc(=O)oc2cc(OCC(=O)OCC(=O)NCc3ccc4c(c3)OCO4)ccc12,0.9,-42,7%,-16,1.9,-14,-1.8,0,1
O=S(=O)(NCCOCC(F)(F)C(F)F)c1ccc2oc3ccccc3c2c1,1,4,1%,21,1.1,12,-0.5,-16,1.1
Cc1ccc2nsnc2c1S(=O)(=O)N(Cc1ccco1)Cc1cc2cccc(C)c2[nH]c1=O,0.9,-5,4%,-8,1.1,13,0.1,11,1
O=C(O)C1Nc2c(C(=O)N3CCOCC3)cccc2C2C=CCC12 (configuration not stated),0.8,3,4%,-10,1.3,-9,1.6,4,1.1
COc1ccccc1CNC(=O)CCS(=O)(=O)c1ccc2c(c1)CCCN2C(C)=O,1,-9,5%,3,1.1,-3,-3.8,27,1
O=C(Cc1n[nH]c(=O)c2ccccc12)NCc1ccccn1,0.9,0,8%,6,1.1,4,-2.5,-20,1
CC(C)Cn1c(CN(C)Cc2ccccc2)nc2c1c(=O)n(C)c(=O)n2C,0.9,5,3%,0,1.1,-2,-0.6,-5,1
COC(=O)CCCCC1SCC(NC(=O)OC)C1NC(=O)OC (configuration not stated),0.9,2,4%,-11,1.1,-14,-3.4,6,1
COC(=O)CSc1nnc(-c2ccc(S(=O)(=O)NCc3cccs3)cc2)o1,0.9,-2,7%,-3,0.96,-6,-2.2,2,0.99
CCC(C)NC(=O)c1ccccc1NC(=O)C(C)N(c1ccccc1)S(C)(=O)=O (configuration not stated),0.9,-2,2%,-19,1,-21,-2.9,-29,1
CN(C)C(=O)c1cc(S(=O)(=O)N(C)C)c(Cl)cc1N1CCCC1,0.9,2,5%,-4,1.1,-5,-1.2,-4,0.99
CCCCc1c(C)c2ccc(OC)c(/C(C)=N\O)c2oc1=O,1,-20,12%,19,2.5*,12,1.1,22,1.1
CCCN1C(=O)c2ccc(C(=O)NCc3ccco3)cc2C1=O,0.9,4,4%,10,1.1,-1,1.2,19,1
CCC(NC(=O)Nc1nnc(C(F)(F)F)s1)(C(F)(F)F)C(F)(F)F,0.9,-2,0%,/,1,-94,-0.7,-94,1
Cc1cccnc1NC(=O)Nc1ccc(F)cc1,0.9,-2,0%,25,1.1,46,1.2,98*,1.1
Cc1ccccc1Cn1cc(S(=O)(=O)CC(=O)N2CCCCC2)c2ccccc21,/,8,/,19,/,8,1.8,-11,/
CCc1cc2c(=O)c(-c3nc4ccccc4n3C)c(C)oc2c(CN2CCN(CCO)CC2)c1O,1,-13,3%[fluoresces],-7,2.2*,-18,-1.9,13,1.2
COC(=O)CNC(=O)COC(=O)c1cc(Cl)cc(Cl)c1N,0.9,-132[fluorescence artefact?],1%[fluoresces],0,3.4*,-12,-3.5,-17,1
CCCS(=O)(=O)N1CCCC(C(=O)NCCCN2CCCC2=O)C1 (configuration not stated),0.9,1,3%,2,1.1,-14,-1.2,0,0.99
Cc1ccc(-c2noc(CCCC(=O)Nc3cccnc3)n2)cc1,0.9,1,6%,-7,0.99,-53,-1.5,-43,0.99
CCCNC(=O)c1ccccc1NS(=O)(=O)c1ccc2c(c1)OCCO2,1,-5,7%,7,1.4,15,1.3,-5,1
Cc1nnc(SCC(=O)N2CCc3ccccc32)n1-c1ccccc1,0.9,0,2%,-8,1,-15,-1.5,-5,1
O=S(=O)(N1CCCCC1)N1CCN(c2ccc(F)cc2)CC1,1,-8,6%,-19,1.1,8,3.8,-5,1
CCOc1ccc(CCNC(=O)C2CCN(c3nn4c(=O)cc(C)nc4s3)CC2)cc1OCC,1,2,5%,-2,1.1,-1,-1.0,-10,1
N#Cc1ccc(-c2ccco2)nc1SCC(=O)c1ccc(Cl)cc1,0.8,3,7%,/,1.3,5,-4.6,15,1.1
Cc1nc(N2CCN(Cc3ccccc3)CC2)[nH]c(=O)c1C,1,-3,1%,-1,1.1,1,-1.9,-7,1
CCCCNC1=C(Br)C(=O)CC(C)(C)C1,0.8,4,2%,/,1.1,-11,-0.5,-10,1
O=C1CCCN1CCCNc1ncnc2c1[nH]c1ccccc12,0.9,-19,8%,15,2.3*,-9,-0.3,-8,1
CC1(C)NC(=O)N(CC(O)CN2CCCC2)C1=O (configuration not stated),0.9,2,3%,-2,1,-8,-1.7,1,0.98
CC(=O)N1CCN(c2ccc(NCc3ccccc3)cc2)CC1,0.9,11,8%,3,1.2,28,-1.4,-11,0.97
O=C(O)CN1CCNCC1,0.9,3,6%,9,1,4,-1.0,-11,1
O=C(c1cnn2c(C(F)(F)F)cc(-c3ccco3)nc12)N1CCCc2ccccc21,0.9,-6,11%,-8,0.65,-7,-1.1,-16,1.1
COc1ccc(-c2noc(CN(C(=O)c3c(-c4ccccc4Cl)noc3C)C(C)C)n2)cc1,1,5,4%,20,0.99,11,3.4,4,1
Cc1sc2nc(CN3CCOCC3)nc(N3CCC(C(N)=O)CC3)c2c1C,0.9,0,3%,1,1.2,9,-0.9,15,1
O=C(O)CCc1nn2c3ccccc3nc2n(CCN2CCCCC2)c1=O,0.9,-57[fluorescence artefact?],10%[fluoresces],-2,4.4*,40,-2.9,-10,1
COc1ccccc1Cn1c(-c2ccco2)nc2nc3ccccc3nc21,0.9,-80[fluorescence artefact?],4%,4,1.7,-2,1.3,22,1
CCCCN(C)CCCNC(=O)c1ccc2c(c1)NC(=O)C(N1CCOCC1)S2 (configuration not stated),1,0,12%,13,1.2,-7,-2.9,-13,1
C=CCn1c(SCCC(=O)O)nnc1-c1cccs1,0.9,-19,7%,-10,1.1,3,0.5,-7,1
CCCCOc1ncnc2c1[nH]c1ccccc12,0.9,-38,3%,27,2.3*,-40,1.0,-34,1.1
FC(F)(F)c1nnc2sc(-c3ccco3)nn12,0.9,-3,6%,-4,0.8,-4,1.4,3,1
Cc1ccc(C)c2[nH]c(=O)c(CN(CCN3CCOCC3)Cc3nnnn3CC3CCCO3)cc12 (configuration not stated),1,-13,6%,-1,1.3,-8,-0.9,-5,1.1

# A portion from the list above, for reference:
SMILES,TNAP act DEA,MMP13 inh,NADH enzymes,5-HT1A blocker,Autofluor 339,RORa activator,5HT1a ag,SF-1 act,A340 absorber
Cc1ccc(CCN2CC(C(=O)NCc3ccco3)CC2=O)cc1 (configuration not stated),0.9,-2,6%,-6,1.1,10,-3.5,-4,0.98
CCC(C)[C@H](NC(=O)NCc1ccccc1)C(=O)O (some centres not stated),0.9,0,5%,3,1,14,-2.9,-8,0.95

# Next entries follow:
SMILES,TNAP act DEA,MMP13 inh,NADH enzymes,5-HT1A blocker,Autofluor 339,RORa activator,5HT1a ag,SF-1 act,A340 absorber
c1ccc(-n2nnnc2SCCCSc2nc3ccccc3s2)cc1,0.9,4,4%,12,1.1,-25,-3.6,-2,1
O=C(O)c1cc2cc(Cl)ccc2oc1=O,0.9,0,2%,-13,1.1,-7,-4.3,12,1.1
CCN(CC)CCNC(=O)CCc1n[nH]c(=O)c2ccccc12,0.9,-1,0%,-4,1,14,-1.0,-1,1
O=C(Nc1ccc2c(c1)OCO2)C1CCCN(c2nc3ccccc3s2)C1 (configuration not stated),0.9,-6,3%,6,1.1,4,-0.5,24,0.99
O=C(NCc1ccco1)c1cnccn1,1,4,7%,13,1.1,18,-3.4,-12,1.1
Cn1c(=O)[nH]c(=O)c2c1ncn2CCN1CCOCC1,1,2,2%,-1,1,-7,-2.2,5,0.98
Cn1c(=O)c2c3c(sc2n2c(SCC(=O)c4ccc(Cl)cc4)nnc12)COC(C)(C)C3,0.7,3,2%,/,1,-7,0.8,-2,0.97
CSC(=Nc1ccccc1)C1=C(O)COC1=O,1,-7,0%,/,1.1,3,-1.4,-8,1
Cc1csc(SCC(=O)N2CCCC2)n1,0.9,4,8%,10,1.2,6,-0.6,-7,1
CC1(C)CC(=O)C(C2(O)C(=O)N(Cc3ccccc3)c3ccccc32)CO1 (configuration not stated),0.9,-1,8%,-5,1.1,-15,-4.5,-5,0.97
COc1ccc(S(=O)(=O)NCc2csc(C)n2)cc1,0.9,0,3%,-6,1.1,0,-2.0,-14,1
CN1CCN(c2ncnc3c2[nH]c2ccc(F)cc23)CC1,1,-101[fluorescence artefact?],4%[fluoresces],/,2.3*,30,0.5,-12,1.1
CN(C)S(=O)(=O)c1ccc(N2CCN(S(=O)(=O)c3ccc(F)cc3)CC2)c(Cl)c1,0.9,-3,6%,-20,0.98,0,2.2,-9,1
O=C(NCc1cccc(C(F)(F)F)c1)C1CCCN(c2ncccn2)C1 (configuration not stated),0.9,4,6%,5,1.3,-5,-0.5,-17,1
CCCCOC(=O)C(C#N)c1nc2ccccc2nc1N1CCN(Cc2ccc3c(c2)OCO3)CC1 (configuration not stated),0.8,0,3%,-7,1.3,-5,-3.5,-9,1.1
Cc1nc2ccccn2c1/C(O)=C1\C(=O)C(=O)N(CCN2CCOCC2)C1c1ccncc1 (configuration not stated),0.9,1,2%,9,1.1,-22,3.1,-10,1.1
COc1ccc(-n2c(Cn3c(=O)sc4ccccc43)nnc2SCC(=O)N2CCCC2)cc1,0.9,-4,3%,-3,1.1,-4,-1.2,-8,1

# High-throughput results: PubChem BioAssay, several laboratories
